Compound activity (PubChem)
APOBEC3A inh = inhibitors of human APOBEC3A DNA deaminase; P31941; recombinant A3A, FAM/TAMRA ssDNA deamination fluorescence; inhibition, % at 20 µM; 330,000 tested, 0.41% active; AID 493011;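 active = at least 40% inhibition at 20 µM here, with at most 30% in a related deaminase screen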;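 note: plate controls were A3A with DMSO for no effect and wells lacking A3A enzyme for full effect; some results filed as inactive read as strong as hits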
Target sequence (P31941 whole entry, looked up): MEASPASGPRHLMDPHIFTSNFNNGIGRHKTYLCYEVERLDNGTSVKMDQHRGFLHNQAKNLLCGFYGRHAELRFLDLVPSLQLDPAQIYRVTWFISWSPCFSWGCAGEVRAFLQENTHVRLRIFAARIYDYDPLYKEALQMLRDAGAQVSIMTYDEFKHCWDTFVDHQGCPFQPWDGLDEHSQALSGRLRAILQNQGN
beta cell repl = inducers of beta-cell replication in MIN6 cells | MIN6 cells proliferation, ATPlite luminescence, 48 h; cells starved in 0.2% serum; 100% = growth in 10% serum | proliferation, % at 10 µM | 330,000 tested, 0.29% active;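 active = compounds whose signal lies at least 3.5 SD above the mean of all wells on their plate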;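 note: 0% = DMSO-treated cells in low-serum medium and 100% = 10% serum control; some compounds called inactive have numbers as strong as hits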
mIAP activ = increases mouse intestinal alkaline phosphatase activity; muIAP, CDP-Star luminescence, 30 min; hits give high values; 1 = vehicle-only enzyme signal, 0 = enzyme-free wells; activation factor at 10 µM; 330,000 tested, 0.24% active;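 active = activation factor of at least 2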; note: the source names both 10 and 20 µM as test concentration; values of inactives mirror those of a sister screen read the other way
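System: Mouse IAP enzyme | Also added: CDP-Star substrate | Dosing: Compounds dispensed in DMSO | Schedule: 30 min enzyme-substrate-compound incubation at room temperature | Technique: Chemiluminescence readout | Control set: DMSO-only wells and no-enzyme negative control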
mIAP inh = blocks mouse intestinal alkaline phosphatase | AID 2806 | inhibition, % at 10 µM | purified mouse IAP, CDP-Star luminescence, 30 min | 330,000 tested, 0.2% active;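 active = inhibition of at least 40% at 10 µM in the primary screen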;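 note: plate controls were DMSO with enzyme for no effect and no enzyme wells for full effect; values of inactives mirror those of a sister screen read the other way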
TIM10 inh = inhibits growth of TIM10 yeast strain. 330,000 tested, 1.4% active. AID 463195. S. cerevisiae TIM10 strain growth, BacTiter-Glo luminescence, 24 h. inhibition, % at 10 µM;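 active = inhibition of 40% or more at the single tested concentration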;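 note: wild-type TIM10 isogenic control strain grown at permissive 25 °C; 0% = DMSO yeast wells and 100% = minimal medium wells without yeast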
hIAP inh = blocks human intestinal alkaline phosphatase | inhibition, % at 10 µM | 330,000 tested, 0.12% active | P09923 | purified IAP, CDP-Star luminescence, 30 min;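 active = inhibition reaching a set limit with compound at 10 µM in the primary screen, cut at about 35% in these data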;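 note: plate controls were DMSO wells with enzyme for no effect and no-enzyme buffer wells for full effect; values of inactives mirror those of a sister screen read the other way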
Target sequence (P09923 whole entry, looked up): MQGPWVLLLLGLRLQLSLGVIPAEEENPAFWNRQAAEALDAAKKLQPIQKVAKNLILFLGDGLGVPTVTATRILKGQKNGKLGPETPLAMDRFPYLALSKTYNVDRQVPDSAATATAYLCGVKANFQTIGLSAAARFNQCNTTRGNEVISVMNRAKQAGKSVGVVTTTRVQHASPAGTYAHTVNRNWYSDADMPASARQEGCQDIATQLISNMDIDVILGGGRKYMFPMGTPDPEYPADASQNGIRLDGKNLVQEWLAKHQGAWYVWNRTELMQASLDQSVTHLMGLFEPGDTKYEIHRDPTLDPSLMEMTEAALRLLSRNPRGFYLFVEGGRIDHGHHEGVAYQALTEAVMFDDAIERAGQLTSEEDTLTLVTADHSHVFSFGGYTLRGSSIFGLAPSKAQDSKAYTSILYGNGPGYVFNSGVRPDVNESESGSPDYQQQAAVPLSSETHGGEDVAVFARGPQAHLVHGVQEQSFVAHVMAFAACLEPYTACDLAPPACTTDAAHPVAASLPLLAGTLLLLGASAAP
NALP3 yeast inh = inhibitors of NALP3 inflammasome in yeast | Yeast reconstituted NLRP3/ASC/caspase-1, beta-gal luminescence, 24 h | inhibition, % at 10 µM | 330,000 tested, 0.39% active | AID 2825;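 active = inhibition of 50% or more; inactive = inhibition below 50%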;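 note: plate controls were induced DMSO wells for no effect and uninduced yeast grown without galactose for full effect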
APOBEC3G inh = APOBEC3G (human) deaminase inhibition | recombinant A3G, ssDNA deamination FAM/TAMRA fluorescence | 330,000 tested, 0.28% active | inhibition, % at 20 µM;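 active = inhibition of at least 40% at 20 µM, with no more than 30% in the related APOBEC3A deaminase screen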;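 note: plate controls were DMSO wells with A3G for no effect and wells lacking A3G enzyme for full effect; some compounds called inactive have numbers as strong as hits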
Target sequence (Q9HC16 whole entry, looked up): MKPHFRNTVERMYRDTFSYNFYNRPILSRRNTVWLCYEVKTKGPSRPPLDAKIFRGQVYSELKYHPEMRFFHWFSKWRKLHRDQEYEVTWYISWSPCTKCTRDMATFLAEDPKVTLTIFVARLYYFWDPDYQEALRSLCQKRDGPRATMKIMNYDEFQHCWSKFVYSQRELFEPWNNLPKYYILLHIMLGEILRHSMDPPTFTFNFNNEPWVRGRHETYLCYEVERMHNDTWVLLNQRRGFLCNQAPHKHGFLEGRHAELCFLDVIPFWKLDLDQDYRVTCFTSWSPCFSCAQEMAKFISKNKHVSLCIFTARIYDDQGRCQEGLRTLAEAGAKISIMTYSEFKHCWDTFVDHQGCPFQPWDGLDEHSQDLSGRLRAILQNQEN
tim10-1 inh = tim10-1 yeast growth inhibition; inhibition, % at 20 µM; S. cerevisiae tim10-1 ts strain growth, BacTiter-Glo, 24 h; 330,000 tested, 2.2% active;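 active = inhibition of at least 40%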;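 note: mutant grown at 25 °C; 0% = DMSO wells with yeast and 100% = wells holding no yeast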
An asterisk follows results filed as active.

The first 2 compounds as a preview:
Under each structure: APOBEC3A inh | beta cell repl | mIAP activ | mIAP inh | TIM10 inh | hIAP inh | NALP3 yeast inh | APOBEC3G inh | tim10-1 inh
> O=C(NCCCn1ccnc1)c1ccc(Br)c(S(=O)(=O)N2CCOCC2)c1
 : 2.5 | -3.4 | 0.983 | 1.7 | -1.4 | -13.0 | 4.5 | 2.9 | -15.5
> C/C(=C\C(=S)Nc1ccccc1)Nc1ccccc1
 : -1.1 | -2.5 | 0.868 | 13.2 | 23.1 | -3.3 | 17.7 | -6.4 | 24.0

All compounds of this part, previewed entries included:
Under each structure: APOBEC3A inh | beta cell repl | mIAP activ | mIAP inh | TIM10 inh | hIAP inh | NALP3 yeast inh | APOBEC3G inh | tim10-1 inh
> O=C(NCCCn1ccnc1)c1ccc(Br)c(S(=O)(=O)N2CCOCC2)c1
 : 2.5 | -3.4 | 0.983 | 1.7 | -1.4 | -13.0 | 4.5 | 2.9 | -15.5
> C/C(=C\C(=S)Nc1ccccc1)Nc1ccccc1
 : -1.1 | -2.5 | 0.868 | 13.2 | 23.1 | -3.3 | 17.7 | -6.4 | 24.0
> COc1cccc(C(=O)Nc2cccc(OCC(=O)c3ccccc3)c2)c1
 : -0.3 | -0.5 | 0.991 | 0.9 | -0.4 | -2.3 | 13.0 | -3.9 | 13.0
> CCCCOCCCn1cnc2c([nH]c3cc(OC)ccc32)c1=O
 : 1.8 | -1.9 | 1.07 | -6.7 | 11.2 | 24.5 | 14.8 | -1.7 | 24.2
> CCCCCCCN1N=C(C)C(C(=O)c2ccccc2)C1=O (stereo not drawn)
 : -0.4 | -3.2 | 0.989 | 1.1 | -10.2 | -3.1 | 23.2 | -4.9 | 13.3
> CN1CCC(OC(=O)c2cc3cc(Cl)cc(Cl)c3oc2=O)CC1
 : -4.2 | -0.7 | 0.864 | 13.6 | 5.7 | 6.0 | 30.0 | -5.4 | -8.3
> CCOC(=O)CSc1nnc(NC(=O)c2cccc(S(=O)(=O)N3CCCCCC3)c2)s1
 : -3.6 | -4.1 | 0.888 | 11.2 | 4.6 | 16.7 | 5.8 | -7.5 | 4.3
> COC(=O)c1cccc(CN2C(=O)SC(Nc3ccccc3)C2=O)c1 (stereo not drawn)
 : -0.5 | -1.5 | 0.882 | 11.8 | 18.1 | -0.5 | 14.0 | -3.7 | 22.4
> COC(=O)c1ccc(OC)c(Cn2c(=O)n(C)c(=O)c3ccccc32)c1
 : -0.3 | -2.2 | 0.996 | 0.4 | -14.3 | -5.9 | 9.9 | -2.2 | 1.7
> O=[N+]([O-])c1cc(S(=O)(=O)N2CCCCC2)ccc1NCCCN1CCOCC1
 : 7.5 | -3.7 | 0.861 | 13.9 | -8.1 | 3.7 | 9.1 | -5.5 | -0.1
> C[C@@H]1CCC[C@H](C)N1NC(=O)c1ccc(Cl)c(S(N)(=O)=O)c1
 : -2.5 | 1.5 | 1.06 | -5.9 | 4.6 | 6.0 | -4.6 | -6.6 | -8.4
> CN(Cc1ccccc1)S(=O)(=O)c1ccc(NC(=S)NC(=O)C2CCCC2)cc1
 : -2.5 | -6.0 | 0.83 | 17.0 | 28.5 | -7.0 | 12.1 | -6.9 | 31.6
> O=C(NCc1ccncc1)C1CCCN(S(=O)(=O)c2cc(Cl)ccc2Cl)C1 (stereo not drawn)
 : -1.6 | -1.0 | 1 | 0.0 | -11.4 | -12.3 | 7.7 | -7.7 | -3.9
> COc1ccccc1/C=N/NC(=O)CCn1cnc2ccccc21
 : 1.4 | -3.6 | 0.96 | 4.0 | 16.7 | -34.9 | -6.1 | -5.1 | 20.7
> O=C(COc1ccc2ccccc2c1Br)N1CCOCC1
 : -0.9 | -1.5 | 0.955 | 4.5 | -0.5 | -0.4 | 19.7 | -0.9 | 24.4
> Cc1ccc(-c2csc3ncnc(N4CCN(S(=O)(=O)c5cccs5)CC4)c23)cc1
 : -2.1 | -7.2 | 1.09 | -8.9 | -33.9 | 8.3 | 16.0 | -7.8 | -11.3
> O=C(NCc1ccc2c(c1)OCO2)c1ccc(Cl)c(S(=O)(=O)N2CCOCC2)c1
 : -0.9 | 0.8 | 0.971 | 2.9 | -7.3 | 0.9 | 8.5 | -3.8 | 2.7
> COc1ccc(CCNC(=O)c2ccc(CNc3c(N4CCOCC4)c(=O)c3=O)cc2)cc1OC
 : 0.6 | -3.1 | 0.96 | 4.0 | -8.7 | 6.8 | 16.9 | -5.7 | 5.0
> Cc1cccc2cc(CNCc3ccccc3)c(Cl)nc12
 : -0.2 | -3.0 | 0.99 | 1.0 | -3.5 | -2.9 | 29.8 | -6.3 | -3.2
> O=C(O)CSc1c(O)c2ccccc2[nH]c1=O
 : -0.8 | 1.8 | 1.02 | -2.2 | 5.5 | -3.6 | -6.0 | -3.6 | 12.2
> O=C(Nc1ccc(OC(F)(F)F)cc1)c1ccc(S(=O)(=O)N2CCOCC2)o1
 : 1.5 | 1.8 | 0.893 | 10.7 | 4.2 | 19.0 | 13.1 | -1.0 | 2.8
> O=C(c1cccc(Cl)c1)N1CCC(c2nc3ccccc3[nH]2)CC1
 : 1.6 | 1.4 | 1 | 0.0 | 2.9 | 5.4 | -12.5 | -2.4 | 4.5
> O=C(Nc1nc2c(F)cccc2s1)c1ccco1
 : 1.9 | -4.0 | 0.914 | 8.6 | 21.7 | -8.0 | 36.8 | 1.8 | 32.3
> CC1(c2nnc(-c3ccc(Cl)cc3)o2)CC(c2c(Cl)cccc2Cl)=NO1 (stereo not drawn)
 : -3.2 | -2.5 | 0.912 | 8.8 | -1.2 | 2.5 | 18.4 | -8.7 | 16.5
> Fc1ccccc1-n1c(-c2ccc3ccccc3n2)n[nH]c1=S
 : -3.8 | 0.3 | 0.997 | 0.3 | 38.1 | 1.5 | 13.5 | 1.5 | 25.5
> CCOc1ccc(N2C(=O)CC(NCC#N)C2=O)cc1 (stereo not drawn)
 : 1.8 | -1.6 | 0.775 | 22.5 | -5.7 | -5.9 | 20.2 | 9.0 | 24.1
> Cc1ccc(S(=O)(=O)N2CCOCC2)cc1C(=O)NC1CCSc2ccccc21 (stereo not drawn)
 : 5.0 | 2.0 | 0.971 | 2.9 | 11.0 | -24.8 | -5.5 | -4.1 | 19.0
> COc1ccc(-c2cn(-c3ccccc3)nc2C(=O)O)cc1OC
 : -2.6 | -2.4 | 0.815 | 18.5 | 0.4 | 16.6 | 3.7 | -5.2 | 7.8
> CC(C)c1nnc(NC(=O)C2CCN(C(=O)Nc3ccccc3)CC2)s1
 : -1.2 | -0.7 | 0.985 | 1.5 | -0.3 | 11.0 | 4.6 | -4.5 | 0.0
> CCN(CC(=O)Nc1c(F)cccc1F)C(=O)Cc1ccc2c(c1)CCC2
 : -3.5 | -1.4 | 1.04 | -4.4 | 1.0 | -2.3 | 8.0 | -4.7 | 21.9
> CNC(=O)C(=O)NCC1CCCN1S(=O)(=O)c1cccs1 (stereo not drawn)
 : -2.7 | 6.5 | 0.965 | 3.5 | 4.1 | -9.6 | 7.2 | -5.5 | 2.0
> COc1ccc(OC)c2[nH]c(C(=O)N/N=C/c3ccccc3O)cc12
 : -4.7 | -3.8 | 0.755 | 24.5 | 44.7* | -46.4 | 8.4 | -5.2 | 13.6
> CC(=O)n1cc(/C=N/NC(=O)c2ccc(Cl)cc2)c2ccccc21
 : 2.0 | -3.3 | 0.95 | 5.0 | -9.7 | -6.7 | 23.4 | -4.4 | -11.0
> Cc1ccccc1NC(=O)Cc1nc(COC(=O)c2cccc([N+](=O)[O-])c2)cs1
 : 1.2 | -0.4 | 1.05 | -4.7 | 6.9 | -18.5 | 20.0 | 3.7 | 13.0
> O=S(=O)(Nc1cc(S(=O)(=O)N2CCOCC2)ccc1NCC1CCCO1)c1ccc(F)cc1 (stereo not drawn)
 : -1.3 | 1.4 | 1.1 | -10.5 | 8.7 | 5.0 | 6.6 | -2.3 | 7.1
> CCOC(=O)c1nn(-c2ccc(F)cc2)c(-c2ccccc2)c1C(=O)c1ccccc1
 : 2.9 | -5.8 | 0.975 | 2.5 | 10.2 | 2.1 | 18.2 | -6.1 | 30.0
> O=C(Nc1nc(-c2cc3ccccc3oc2=O)cs1)c1ccco1
 : -2.3 | 2.5 | 0.94 | 6.0 | 4.7 | 13.8 | 27.8 | -8.7 | 16.8
> CCOc1cc(C(=O)NCC(=O)N/N=C/c2sccc2C)cc(OCC)c1OCC
 : 2.3 | -2.5 | 0.994 | 0.6 | -3.3 | 2.3 | -5.9 | -3.6 | 3.2
> Cc1ccc(NC(=S)N(Cc2cccc(Br)c2)CC2CCC(C(=O)O)CC2)cc1Cl (stereo not drawn)
 : -1.2 | -1.3 | 0.952 | 4.8 | 29.4 | 8.5 | 9.4 | -2.6 | 33.3
> COCCNC(=O)c1cnn2c1NC(c1ccco1)CC2C(F)(F)F (stereo not drawn)
 : -0.5 | -0.2 | 0.981 | 1.9 | 3.1 | 4.4 | 12.9 | -1.6 | 11.3
> O=C(O)C1CCCCC1C(=O)Nc1cccc(Br)c1 (stereo not drawn)
 : 94.3* | -0.5 | 0.94 | 6.0 | -9.1 | 8.5 | 8.0 | 24.1 | -14.4
> O=C(Nc1ccc(F)cc1F)c1cc(=O)n(-c2ccccc2)c(=O)[nH]1
 : 0.5 | 0.4 | 0.969 | 3.1 | -6.1 | -34.2 | 18.9 | 0.9 | 5.2
> Cc1ccc([C@@H]2CC=C(C(=O)O)[C@H](c3ccccc3)N2S(=O)(=O)c2ccccc2C)cc1
 : 0.4 | -1.7 | 1.08 | -7.8 | 14.6 | -1.3 | -7.4 | -1.9 | 8.1
> CCOC(=O)c1ccccc1NC(=O)COC(=O)CCC1CCCC1
 : -1.6 | 7.4 | 0.836 | 16.4 | 1.5 | 11.6 | 10.6 | -4.7 | 20.3
> NC(=O)[C@@H]1CCCCNc2c(F)cc([N+](=O)[O-])cc2C(=O)N[C@@H](CCCN=C(N)N)C(=O)NCC(=O)N1
 : 0.1 | -2.2 | 0.801 | 19.9 | 7.1 | -2.8 | 16.4 | -13.4 | -11.8
> CC(C)(C)C(=O)n1nc(-c2ccccc2)oc1=O
 : -0.5 | 0.0 | 0.983 | 1.7 | 8.6 | -1.5 | 6.7 | -3.1 | 0.3
> CN(C)C1=NC[C@H](Cc2ccccc2)N1CC1CCCCCC1
 : -3.1 | -5.5 | 0.837 | 16.3 | -4.4 | 6.1 | 5.2 | -5.5 | -17.8
> CCN(CC)S(=O)(=O)c1ccc(N2CCOCC2)c(NC(=O)C23CC4CC(CC(Cl)(C4)C2)C3)c1
 : 0.9 | -2.8 | 1.05 | -4.9 | 0.5 | -3.9 | 13.9 | -2.8 | 6.7
> CC(C)NC(=O)N(C)C[C@@H]1Oc2c(NC(=O)Nc3ccccc3)cccc2C(=O)N([C@H](C)CO)C[C@H]1C
 : -5.3 | -2.3 | 0.981 | 1.9 | 3.5 | 4.3 | 3.0 | -8.0 | 6.6
> O=C(Oc1c(-c2ccccc2)c(=O)n2c3c(cccc13)CC2)c1ccc(F)cc1
 : -4.2 | -2.9 | 1.04 | -4.4 | 22.9 | -30.0 | -7.9 | -7.4 | 24.0
> O=C1/C(=C\c2ccc(O)cc2)SC(=S)N1Cc1ccccc1
 : -34.6 | -5.1 | 0.777 | 22.3 | 19.3 | 37.0* | 24.0 | -47.1 | -13.0
> COc1ccc(C(=O)NCc2nnc(SCC(=O)NCc3ccc(F)cc3)o2)cc1
 : 1.1 | -1.1 | 1.03 | -2.6 | -3.5 | 5.3 | 14.5 | -1.4 | 10.8
> CCCOc1ccc(C2=CSC3=NCCN23)cc1[N+](=O)[O-]
 : -5.4 | -3.3 | 0.95 | 5.0 | 5.6 | 0.8 | 3.1 | -9.5 | -79.1
